# Compound activity as filed in PubChem BioAssay.
# Cycloheximide cs = affects cycloheximide protein synthesis inhibition readout, counter-screen. cell reporter, cycloheximide protein synthesis inhibition counterscreen. max response, %. 300,000 tested, 12% active. AID 2314; in the data active = max response mostly above about 13%, no sharp cut-off; inactive = mostly below about 14%; also: read at 38.3 µM for the half of the compounds with a filed dose; 0% is about no effect
# Pf growth 96h = P. falciparum growth inhibition at 96 hours; P. falciparum luciferase reporter growth, 96 h; Potency, µM (doses to about 28.7 µM), without a hit: top-dose activity change, negative = inhibition, hits mostly inhibitors; AID 504834; 320,000 tested, 6.9% active; also: potency is read from the fitted curve at half-maximal effect; % is scaled to controls: 0 for no effect and ±100 for the full control effect
#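 Two-generation exposure (96 h) targets delayed-death phenotype. Reporter parasites carrying integrated firefly luciferase, in red cells at 2% hematocrit and 0.05% parasitemia final, kept at 37 C, 5% CO2; luminescence loss indicates inhibition.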
# Shiga toxin inh = blocks Shiga toxin action in Vero cells; Vero cells, Shiga toxin protein synthesis inhibition reporter; inhibition, % at 38.7 µM; 290,000 tested, 9.2% active; AID 2315; in the data active = inhibition mostly above about 28%, no sharp cut-off; inactive = mostly below about 43%; also: 0% is about no effect
# Sm TGR block = inhibitors of Schistosoma mansoni thioredoxin glutathione reductase; purified TGR, DTNB reduction, TNB absorbance 405 nm; 360,000 tested, 3% active; Q962Y6; Potency, µM (highest dose often 114 µM), for inactives: at the highest dose activity change, negative = inhibition, usual class: inhibitors; also: potency is read from the fitted curve at half-maximal effect; % is scaled to controls: 0 for no effect and ±100 for the full control effect; nearly all actives have a fitted effect of over 60% in size
#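 Kinetic colorimetric format: TGR-catalysed, NADPH-driven DTNB reduction monitored via TNB absorbance. Enzyme dispensed at 20 nM; compound exposure 15 min at room temperature before reaction start.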
# FBPA Giardia inh = inhibitors of Giardia lamblia fructose-1,6-bisphosphate aldolase; A8B2U2; purified Giardia FBPA; Potency, µM (top dose mostly 59.6 µM), inactives show top-dose activity, negative = inhibition, hits mostly inhibitors; 290,000 tested, 0.71% active; also: potency is read from the fitted curve at half-maximal effect; % is scaled to controls: 0 for no effect and ±100 for the full control effect; nearly all actives have a fitted effect of over 55% in size
# Target sequence (A8B2U2 whole entry, looked up): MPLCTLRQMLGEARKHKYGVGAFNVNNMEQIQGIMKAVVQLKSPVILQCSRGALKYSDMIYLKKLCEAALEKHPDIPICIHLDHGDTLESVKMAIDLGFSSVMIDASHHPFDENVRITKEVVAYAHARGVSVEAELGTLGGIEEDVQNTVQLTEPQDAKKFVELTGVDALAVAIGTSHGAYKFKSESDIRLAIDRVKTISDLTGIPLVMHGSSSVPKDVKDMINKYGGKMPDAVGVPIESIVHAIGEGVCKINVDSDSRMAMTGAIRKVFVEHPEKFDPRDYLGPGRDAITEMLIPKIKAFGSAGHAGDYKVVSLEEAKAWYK
#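 Giardia FBPA (40 nM reagent) was preincubated 10 min at RT with compound (up to 57.5 uM final), then substrate plus GAPDH/TPI/NAD/arsenate coupling system with diaphorase/resazurin was added; resorufin fluorescence (525/598 nm) was read after 20 min.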
# Pf growth 48h = P. falciparum growth inhibition at 48 hours (one generation). P. falciparum luciferase growth in erythrocytes, 48 h. Potency, µM (highest dose often 28.7 µM), for the others: at the highest dose activity change, negative = inhibition, most hits filed as inhibitors. 310,000 tested, 5.9% active; also: potency is read from the fitted curve at half-maximal effect; % is scaled to controls: 0 for no effect and ±100 for the full control effect
#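 Compounds are pin-transferred into medium, infected erythrocytes (2% hematocrit, 0.1% parasitemia final) are added, and plates sit one parasite generation at 37 C in 5% CO2. Detection reagent is then added and luminescence measured.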
# The depositor's hits bear a star; u = inconclusive; x = not tested or not shown; & = joins results of further samples; [ ] = dose if it differs, or a comment. Unless noted, calls follow the shape of the dose curve; as a rule, active = well fitted curve in the direction sought with a large enough effect; inconclusive = small, poorly fitted or top-dose-only effect, or another doubt; inactive = no such curve, though single readings can be large; an effect the other way counts as inactive or inconclusive.
# Values run as follows: Cycloheximide cs, Pf growth 96h, Shiga toxin inh, Sm TGR block, FBPA Giardia inh, Pf growth 48h
> CCn1c(O)c(/C=N/NC(=O)c2ccccc2)c(=O)n(CC)c1=S
→ 47.2*, 46.4%[activator], 51.9*, u, 9.4%, 10.8%
> Cn1c(Cl)cnc1C(O)c1ccccc1 (configuration not stated)
→ 8.0, 6.57µM*, -9.6, -12.5%, -2.0%, 8.3%
> Cc1ccccc1Nc1ncnc2c1cnn2Cc1ccccc1
→ -2.1, -11.2%, -7.0, 8.9%, 0.0%, -11.3%
> CCCCCC1CC(CC/C(C)=N/NC(N)=O)C(=O)O1 (configuration not stated)
→ 6.9, 46.5%[activator], -8.0, 13.0%, 3.6%, 7.9%
> O=C(NC(NC(=S)Nc1ccccc1O)C(Cl)(Cl)Cl)c1ccco1 (configuration not stated)
→ 12.7, 14.9%, -12.4, -13.2%, -0.9%, u
> CCC1Oc2ccc(C)cc2N(CC(=O)NCCN2C(C)CCCC2C)C1=O (configuration not stated)
→ -3.4, 4.9%, -12.3, 0.8%, 3.7%, -13.4%
> Cc1ccc(OCC(O)Cn2c(N3CCOCC3)nc3c2c(=O)[nH]c(=O)n3C)cc1 (configuration not stated)
→ -6.7, -3.4%, -14.8, -85.4%, 3.2%, 1.7%
> CCOC(CNC(=O)Cn1nc(Cc2ccncc2)c2ccccc2c1=O)OCC
→ -3.9, -6.4%, -8.1, -4.1%, -2.3%, 13.1%
> Cc1ccc(CN2CCCN(Cc3c(C)cc(C)cc3C)S2(=O)=O)cc1
→ -2.1, u, 3.1, -17.0%&3.9%, 3.1%, 30.1%[activator]
> CC1=NCCN1CCNC(=O)Nc1ccc(C(C)(C)C)cc1
→ 0.9, 30.3%[activator], 11.2, -1.2%, -10.0%, 9.2%
> COC(=O)/C(=C\C=C\c1ccccc1)NC(=O)c1ccccc1
→ -1.3, 90.6%[activator], -9.5, -0.5%, 6.5%, -3.1%
> Cc1cc2ccccc2cc1CN1CCOCC1
→ 2.2, x, -4.5, 0.0%, -16.3%, -2.5%
> CC1(C)CC(=O)C2=C(C1)N(CCN1CCOCC1)C1=C(C(=O)CC(C)(C)C1)C2c1cccc(Cl)c1
→ -2.7, u, 27.3, -4.1%, -0.3%, u
> CC1CC(C)CN(CC(=O)N2CCOCC2)C1 (configuration not stated)
→ -2.5, 11.6%, 16.1, -2.4%, u, -17.1%
> CC(C)c1c(C(=O)N/N=C/c2ccsc2)nnn1-c1nonc1N
→ -1.5, 1.5%, 23.4, 8.7%, x, 17.8%
> Cc1coc(C)c1C(=O)CC1(O)C(=O)N(Cc2ccccc2)c2ccccc21 (configuration not stated)
→ -2.7, 14.7%, -11.0, -23.0%, 2.2%, -85.4%
> CC1C(=O)Nc2ccc(S(=O)(=O)NCCc3ccc(Cl)cc3)cc2NC1=O (configuration not stated)
→ 4.7, 0.0%, 6.8, -22.4%, -5.0%, 31.9%[activator]
> Cc1cc(C)nc(N(C#N)CC(=O)Nc2ccccc2)n1
→ -2.2, u, 20.8, 11.1%, 6.7%, 92.7%[activator]
> CNC(=S)Nc1cccc(S(=O)(=O)NC2=NCCC2)c1
→ 0.3, 14.3%, 2.6, -35.4%, -4.1%, 11.2%
> S=C=Nc1cccc(NC(=S)NCCCCNC(=S)Nc2cccc(N=C=S)c2)c1
→ -1.2, x, 2.5, x, 10.6%&13.1%, x

# Reformatted: results already given
Structure	Cycloheximide cs	Pf growth 96h	Shiga toxin inh	Sm TGR block	FBPA Giardia inh	Pf growth 48h
CC(C)c1c(C(=O)N/N=C/c2ccsc2)nnn1-c1nonc1N	-1.5	1.5%	23.4	8.7%	x	17.8%
S=C=Nc1cccc(NC(=S)NCCCCNC(=S)Nc2cccc(N=C=S)c2)c1	-1.2	x	2.5	x	10.6%&13.1%	x

# New compounds follow
# Values run as follows: Cycloheximide cs, Pf growth 96h, Shiga toxin inh, Sm TGR block, FBPA Giardia inh, Pf growth 48h
> COC(=O)c1ccc(CSc2ccc3nnc(-c4ccccc4)n3n2)o1
→ 15.3, u, 5.6, 56.2µM*, -2.2%, 10.4µM*
> CC1(C)SC(=S)N(Cc2ccc3c(c2)OCO3)C1N(O)C(=O)NC1CCCCC1 (configuration not stated)
→ -2.8, u, -8.8, -22.0%, -2.5%, u
> Cc1ccc2c(c1)N(Cc1ccc3c(c1)OCO3)C(=O)C(C)O2 (configuration not stated)
→ 16.2, 8.1%, -8.8, 2.5%, -0.3%, -15.6%
> COCCSc1nnc(NC(=O)c2ccc3c(c2)OCO3)s1
→ 12.9, 50.0%[activator], 17.1, -8.7%, -20.8%, 31.9%[activator]
> CNc1cc(OC)c(C(=O)N[C@@H]2CCN(Cc3ccccc3)[C@H]2C)cc1Cl
→ x, u, x, x, -4.1%, u
> Cc1cc(C(=O)N2CCN(C(=O)c3ccco3)CC2)ccc1[N+](=O)[O-]
→ 1.5, 25.9%, 2.2, -23.0%, 6.4%, -2.5%
> O=C(O)c1cnn2c(C(F)F)cc(C3CC3)nc12
→ 6.5, 22.2%, -6.4, 0.4%, -1.8%, x
> Cc1ccc(F)cc1NC(=O)COC(=O)c1ccc2ncsc2c1
→ x, -13.6%, x, 0.7%, x, -0.7%
> CCS(=O)(=O)N1N=C(c2cccc(NS(C)(=O)=O)c2)CC1c1ccc(C)cc1 (configuration not stated)
→ 27.5*, 0.6%, 31.1, -10.6%, 2.5%, -12.0%
> COc1ccccc1NC(=O)C1CCN(S(=O)(=O)c2cccs2)CC1
→ x, u, x, 4.6%, x, -18.2%
> O=C(/C=C1\C(=O)Nc2ccccc21)/C=C1\C(=O)Nc2ccccc21
→ 14.9*, u, 48.3, 12.6µM*, -18.9%, 60.8%[activator]
> COc1ccc(OC)c(NC(=O)c2ccc(CN3CCc4ccccc4C3)cc2)c1
→ -2.3, -28.3%, -5.6, 2.9%, -5.3%, x
> COc1ccccc1S(=O)(=O)Cc1ccc(C(=O)NCCCN2CCN(c3ccc(F)cc3)CC2)o1
→ -2.5, u, -23.3, 0.5%, 2.6%, u
> CCN(CC1COc2ccccc2O1)C(=S)NCCCN(C)C (configuration not stated)
→ -4.6, 10.4µM*, -4.0, 1.1%, 0.1%, 90.8%[activator]
> O=C(Oc1ccc(C(=S)N2CCC(O)CC2)cc1)c1ccc(Cl)cc1
→ 36.9*, -28.0%, 35.2, -17.9%, 2.5%, -1.0%
> O=C(Cc1ccccc1)N1CCN(Cc2cccnc2)CC1
→ 1.7, 34.4%[activator], 22.0, 1.0%, u, x
> CCCC(=O)N1CCc2[nH]c3ccccc3c2C1
→ 10.3, x, 33.6, -5.1%, u, 62.3%[activator]
> COc1ccccc1OCCSc1nc(C)c(Cc2ccccc2)c(=O)[nH]1
→ 1.1, 28.4%, -3.9, 0.4%, -0.8%, 67.2%[activator]
> Nc1ccc(N2CCOCC2)c2nonc12
→ -0.9, 11.7µM*, -7.9, u, 2.81µM*, 0.5%
> Cc1nc2ccc(N)cc2s1
→ -0.7, 13.2%, -2.9, -0.8%, -13.5%, 8.7%
> COc1ccc(NS(=O)(=O)c2cccc(C(=O)OCC(=O)Nc3cc(C)on3)c2)cc1
→ -1.2, 85.3%[activator], -8.4, -9.5%, 1.6%, 2.2%
> CCOC(=O)N1CCN(C(=O)c2ccc(Cl)nc2)CC1
→ 0.1, -13.4%, 4.6, 13.4%, 3.0%, -0.2%
> Cc1cccc(N(C)C(=O)c2cc(S(=O)(=O)N3CCCCC3)c[nH]2)c1
→ -1.6, -0.2%, -6.2, 0.0%&-0.3%, 1.9%, 8.7%
> CCCCN(CC(=O)NC(C)(C)C)C(=O)C(=O)Nc1ccc2c(c1)OCCO2
→ 5.6, -13.7%, -1.8, x, 0.5%, 9.9%
> COc1ccc(/C=N/NC(=O)c2nn(-c3ccc(Cl)cc3)c(=O)c3c(N)scc23)cc1
→ -4.3, 8.28µM*, -1.8, -24.2%, u, x
> CC1CCN(CCC(=O)NN)CC1
→ -6.2, u, -7.0, -15.4%, 4.1%, 5.2%
> COc1cc(S(=O)(=O)N2CCN(c3ccccc3)CC2)ccc1Cl
→ -0.7, -5.5%, 29.5, 3.7%, 1.8%, -14.1%
> O=C(O)/C=C/c1cccnc1
→ -1.8, 86.1%[activator], 13.1, 2.1%, 3.0%, 23.8%
> NC(=O)/C=C\c1cn(-c2ccccc2)nc1-c1ccc2c(c1)OCCO2
→ -1.3, -84.4%, 19.8, -12.4%, 1.3%, -23.6%
> CC1CCCCN1S(=O)(=O)c1cccc2nonc12 (configuration not stated)
→ 1.3, u, -15.6, 5.1%, x, -13.8%
> CC(C)OCCCNC(=O)c1cc(-c2cccs2)nc2ccccc12
→ 2.5, 8.7%, -12.1, -11.0%, -8.6%, -7.0%
> CCOC(=O)c1cnc2ccc(OCC)cc2c1N(C)Cc1ccccc1
→ -3.3, u, -4.6, 4.4%, -0.6%, u
> O=C(COc1ccccc1Cl)NCc1ccncc1
→ 32.0*, 5.7%, 76.6, 7.7%, 6.2%, -6.8%
> Cc1cc(=O)[nH]c(SCCOc2cccc(C(F)(F)F)c2)n1
→ -2.0, x, 7.6, 9.7%, u, -6.4%
> Cc1ccc(NS(=O)(=O)c2ccc(-n3cccn3)cc2)cc1F
→ -2.4, 8.8%, -6.2, -23.2%, x, -13.4%
> COc1ccc(C(=O)NC2CC2)cc1OC1CCN(Cc2ccc(F)c(F)c2)CC1
→ -17.6, u, -1.8, 5.6%, x, u
> O=C(CCN1C(=O)/C(=C/c2ccccc2Cl)SC1=S)N1CCCC1
→ 7.0, u, 1.9, -18.9%, 6.8%, u
> C=CCn1c(SCc2csc(-c3ccc(C)cc3)n2)nnc1-c1ccccc1OC
→ 11.2, u, 23.5, -9.6%, 3.5%, u
> COC(=O)C1C2c3ccccc3OC1(C)N=c1s/c(=C/c3cn(C)nc3C)c(=O)n12 (configuration not stated)
→ -7.9, x, -9.7, -7.8%, -0.7%, u
> COc1ccccc1N1C(=O)c2ccc(C(=O)Nc3ccccc3O)cc2C1=O
→ 11.2*, -4.0%, 19.1, -1.4%, 0.6%, 0.7%
> Cc1ccc(N2CCN(C(=O)NC3CCCCC3)CC2)c(C)c1
→ -0.9, 125.5%[activator], 2.2, 4.0%, -0.4%, u
> Cc1cnn(-c2cc(Oc3ccccc3)ncn2)c1
→ 51.8*, -15.3%, 111.6*, 7.5%, 2.7%, 84.0%[activator]
> COc1cc(C2c3c(oc4ccc(C)cc4c3=O)C(=O)N2c2cc(C)ccn2)cc(OC)c1OC (configuration not stated)
→ -1.2, 1.1%, -26.4, -30.4%, 1.4%, -12.8%
> O=[N+]([O-])c1ccccc1SNc1ccc(Br)cn1
→ 2.4, u, -12.7, -13.6%, 3.2%, u
> COc1ccc(C2C(C)C3(O)CC(C#N)(C(=O)N3)C2(C#N)C#N)cc1 (configuration not stated)
→ 0.3, 17.3%, -9.5, -1.1%, -3.9%, 6.8%
> O=C(COc1cccnc1[N+](=O)[O-])N1N=C(c2ccc(Cl)cc2)CC1c1ccco1 (configuration not stated)
→ 7.4, -39.8%, 20.0, -14.5%, -0.6%, 10.4%
> CCCCn1c(N)c(N(CCOC)C(=O)COC(=O)CSc2cc(C)c3ccccc3n2)c(=O)[nH]c1=O
→ x, 30.8%[activator], x, 4.7%, x, -6.4%
> O=C(CN1CCN(Cc2ccccc2)CC1)NNC(=O)c1ccc(Cl)cc1
→ x, 7.8%, x, -6.0%, x, -3.2%
> Cc1cc(=O)n(C)c(=O)n1CC(=O)N1CCCCCC1
→ -2.0, u, -15.3, -2.8%, -4.8%, 8.0%
> CCCCn1nnc(NC(=O)CCC)n1
→ -2.9, 10.1%, -14.8, -17.0%, 2.2%, x
> NC(=O)CCN1CCN(Cc2cn[nH]c2-c2cccc3ccccc23)CC1
→ -2.4, 28.7%, -9.2, 3.1%, 0.3%, 0.6%
